From PubChem
sdo1 growth – compounds rescuing growth of sdo1-depleted yeast, bone marrow failure model; 0.21% of 140,000 active; S. cerevisiae sdo1-depleted JHY4D growth rescue, OD600 30 h; stronger effect = higher value; pdr5 snq2 efflux-pump mutant strain; z-score at 10 µM;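 active = z-score above 3 at both the 24 hr and the 30 hr optical density reads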;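 also: z-score against mean and SD of all compound wells on the same plate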
Insulin prom inh – TRM-6 insulin promoter activity inhibition. inhibition, % at 2 µM. TRM-6 cells (human fetal islet line), insulin promoter-eGFP reporter, imaging; reporter expression induced with tamoxifen. 0.9% of 130,000 active. AID 1273;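 active = inhibition above the mean plus 3 SD, with well images judged a real hit on visual review, cut at about 60% in these data, passing the limit was not always enough; inconclusive = inhibition over the cutoff but images rejected on review; inactive = inhibition not above the cutoff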
sdo1 growth Rescue 24 h – recorded beside sdo1 growth, whose call it bears; z-score; S. cerevisiae sdo1-depleted JHY4D growth rescue, OD600; measured here: growth rescue at 24 h;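 0 is the plate mean of compound wells and units are plate SD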
The depositor's hits bear a star; ? = inconclusive; . = no result given; & = joins results of further samples.

SMILES | sdo1 growth | sdo1 growth Rescue 24 h | Insulin prom inh
Cc1nc(NCc2ccco2)nc2c1C(=O)CC(C)C2 (configuration not stated) | -0.64 | -1.1 | -75
O=C(O)/C=C/C(=O)NCc1ccccn1 | . | . | -6
O=C(COC(=O)Cc1ccccc1F)Nc1cc(S(=O)(=O)N2CCOCC2)ccc1N1CCCC1 | 1 | 0.87 | .
O=C(NNC(=S)Nc1ccccc1)c1ccncc1 | 1.6 | 0.84 | .
COc1cccc(C(=O)CC(C(=O)O)c2ccc(F)cc2)c1 (configuration not stated) | . | . | 8
CCN(CC)S(=O)(=O)c1ccc(OC)c(NC(=O)c2cc(=O)[nH]c3ccccc23)c1 | . | . | 33
COCCN1Cc2cccc(C(=O)NCc3ccc4c(c3)OCO4)c2C1=O | 0.13 | -0.67 | 22
CCn1cc(/C=C/C(=O)Nc2ccn(Cc3c(F)c(F)cc(F)c3F)n2)cn1 | 1.1 | 0.88 | 20
Cc1cc(NC(=O)c2ccccc2Oc2ccccc2)no1 | 0.18 | 1.3 | -19
Cn1cccc1-c1nc2ccc(NC(=O)c3ccco3)cc2[nH]1 | 0.8 | 0.64 | 45
COCCNC(=O)[C@H]1C[C@@H]1[C@H](NP(=O)(c1ccccc1)c1ccccc1)c1ccccc1 | 0.45 | 0.37 | -55
CCCNC(=O)c1ccc(CNc2c(N3CCC(C(=O)OCC)CC3)c(=O)c2=O)cc1 | 0.94 | 1.4 | .
Cc1ccc2c(CC(=O)Nc3sccc3C(N)=O)coc2c1 | -1.7 | -1.1 | 0
COC(=O)Cc1c(O)ccn(C2CC2)c1=O | . | . | 26
Cc1ccccc1/C(N)=N/OC(=O)c1cccs1 | -1.6 | -0.8 | 45
COc1ccc(-c2cc3ncc(C(C)=O)c(C)n3n2)cc1 | . | . | -14
CO/N=C(/CNC(=O)c1ccc(F)cc1)c1ccc(Cl)cc1 | -0.43 | -0.31 | .
O=C(/C=C/c1cccc2ccccc12)c1ccncc1 | -1.3 | -0.96 | .
CCOc1ccc(S(=O)(=O)Nc2ccccc2C(=O)N/N=C/c2c(OC)ccc3ccccc23)cc1 | -0.06 | -0.32 | .
N#CC1=C(SCC(=O)Nc2cccc3cccnc23)NC(=O)C(C#N)C12CCCCC2 (configuration not stated) | -1.8 | -1.3 | -79
O=C(Nc1ncn[nH]1)c1ccc(Cl)c(S(=O)(=O)N2CCCCCC2)c1 | -0.17 | -0.5 | 8
COC(=O)C1=C(N)Oc2cc(C)[nH]c(=O)c2C1c1cc(OC)c(OC)c(OC)c1 (configuration not stated) | -0.25&1.5 | -0.65&1.1 | .
COCCN1CCn2c(nc3cc(NC(=O)NC4CCCCC4)ccc32)C1 | -0.27 | -1 | 18
CCn1c(/C=N/c2nc3ccccc3n2C)nc2ccccc21 | 0.45 | 0.18 | -26
CN(C)S(=O)(=O)c1cccc(NC(=O)c2cc(-c3cccs3)nn2-c2cccc(Cl)c2)c1 | 0.46 | 0.22 | 39
S=c1[nH]nc(Cc2ccc(Br)cc2)n1/N=C/c1ccc(Cl)cc1 | . | . | 32
COc1ccc(OC)c(/C=C/C(=O)OCC(=O)c2c(N)n(C)c(=O)n(C)c2=O)c1 | . | . | 55
Cc1ccc(-c2ccc(CCC(=O)O)n2NC(=O)c2cccs2)cc1 | 0.54 | -0.1 | -52
Cc1cccc(Nc2ccccc2C(=O)OCC(=O)NCc2ccco2)c1C | -1.2 | -0.97 | 27
Cn1nnnc1SCC(=O)c1cccs1 | 0.14 | -0.02 | 9

Random excerpt: four entries already listed
SMILES | sdo1 growth | sdo1 growth Rescue 24 h | Insulin prom inh
Cc1nc(NCc2ccco2)nc2c1C(=O)CC(C)C2 (configuration not stated) | -0.64 | -1.1 | -75
Cn1cccc1-c1nc2ccc(NC(=O)c3ccco3)cc2[nH]1 | 0.8 | 0.64 | 45
CCn1c(/C=N/c2nc3ccccc3n2C)nc2ccccc21 | 0.45 | 0.18 | -26
O=C(Nc1ncn[nH]1)c1ccc(Cl)c(S(=O)(=O)N2CCCCCC2)c1 | -0.17 | -0.5 | 8

Later entries:
SMILES | sdo1 growth | sdo1 growth Rescue 24 h | Insulin prom inh
O=c1c2ccccc2c(-c2ccccc2)nn1-c1cc(Cl)ccc1[N+](=O)[O-] | -1.8 | -1.5 | .
CN1CCCN(CC(O)COCc2cccs2)CC1 (configuration not stated) | 0.58 | 0.95 | 27
CCN1CCN(C(=O)CCc2ccc(S(=O)(=O)NCCc3ccccc3)cc2)CC1 | 0.08 | -1.1 | -389
COc1nc(NCCc2ccc(OC)c(OC)c2)nc(OC)n1 | 0.44 | 0.47 | -33
Cc1cccn2c(=O)c3cc(C(=O)NC4CCCC4)c(=N)n(C4CCCC4)c3nc12 | 0.15 | -0.44 | -85
CCn1cc(C(=O)OCC(=O)c2ccccc2)c(=O)c2ccc(C)nc21 | . | . | -17
COc1ccc(NC(=O)C2CC(=O)OC23CCCCC3)cc1 (configuration not stated) | 0.67 | -0.01 | -3
COc1ccc(-c2c(C#N)c(N)nc3c2c(=O)n(C)c(=O)n3C)cc1Cl | . | . | -181
CC(=O)Nc1cc(C(=O)NCc2ccco2)ccc1Sc1ccc(C)cc1 | -0.49 | -0.73 | 31
CCOC(=O)COc1ccc2nsnc2c1 | 0.12 | 0.07 | .
COCCN(C(=S)Nc1c(C)cc(C)cc1C)C(C)c1cccs1 (configuration not stated) | . | . | 36
COc1cc([N+](=O)[O-])ccc1NC(=O)C[n+]1ccccc1C | 0.43 | 0.02 | 39
CCCC1=Nc2cc(C(=O)NCCCOCC)ccc2Sc2ccccc21 | -0.52 | -0.62 | -16
CCOC(=O)CSc1c(-c2ccccc2)c2cc(Cl)ccc2[nH]c1=O | -0.19 | -0.13 | .
CS/C(=N\S(=O)(=O)c1cccs1)Nc1ccc(Cl)cc1 | -0.45 | -1 | .
N#CCSc1nc2ccccc2c(=O)n1CCC(=O)NC1CCCCC1 | 0.08 | -0.35 | .
COc1ccc(N(CC(=O)N/N=C/c2cccc3c2OCCO3)S(=O)(=O)c2ccc(NC(C)=O)cc2)cc1 | 0.22 | -0.59 | 59
CC(C)(C)SCCNC(=O)COc1ccccc1 | 0.44 | -0.07 | -170
CCOC(=O)N1CCC(NC(=O)c2ccc(CS(=O)(=O)c3c(Cl)cccc3Cl)o2)CC1 | 1.1 | 1.3 | -29
O=C(NCCc1cn2ccccc2n1)C1CCCCC1 | -0.95 | -0.29 | .
Nc1cc(-c2nc3ncccc3o2)ccc1Cl | 2 | 2.4 | 54
Cc1ccc([N+](=O)[O-])cc1NC(=S)NC(=O)C(C)(C)C | 0.6 | -0.23 | .
O=C(CN1C(=O)NC2(CCCC2)C1=O)Nc1ccc(F)c(F)c1F | 0.13 | -0.21 | 38
Cn1c(SCc2cc(=O)[nH]c3ccccc23)nnc1-c1ccc(Br)cc1 | 0.21 | -0.75 | 4
Cc1noc(C)c1C(=O)NCc1cccs1 | 0.33 | 0.11 | 41
Cc1cc(OCCCCCNCCO)cc(C)c1Cl | -0.16 | -0.55 | -51
CCOC(=O)N1CCC(NC(=O)C2CCN(S(=O)(=O)N3CCCC3)CC2)CC1 | 0.35 | -0.58 | 23
COc1ccc(C(=O)N2CCN(C(C)=O)CC2)cc1S(=O)(=O)NCc1ccc(Cl)cc1 | 1.8 | 1.3 | ?
COc1cc(/C=N/NC(=O)c2cc(-c3ccc4c(c3)OCO4)n[nH]2)ccc1O | 0.68 | -0.15 | 56
OCC1(Cc2ccc(Cl)cc2)CCN(Cc2ccc3nsnc3c2)CC1 | . | . | 43
CCC(C)(C(=O)NC1CCCC1)N(C(=O)c1ccccn1)c1ccccc1 (configuration not stated) | 1 | 1.2 | 14
CS(=O)(=O)N1CCN(c2ccccc2NC(=O)c2cccs2)CC1 | 0.27 | 0.35 | -365
Cc1ccc(Sc2cnn(-c3ccccc3)c(=O)c2Cl)cc1 | -0.49 | -0.32 | .
CCn1c(=Nc2ccc(N3CCOCC3)cc2)ccc2ccccc21 | 0.64 | 0.07 | -32
COc1ccc(-c2cc(N3CCCC3)n3ncnc3n2)cc1 | -0.6 | -0.17 | 24
O=c1[nH]c(SCCOc2ccccc2)nc2ccccc12 | -0.47 | -0.12 | -343
CCOc1ccc(NC(=O)CSc2nnc(Cc3cccn3C)n2-c2ccc(F)cc2)cc1 | -1.4 | -1.1 | .
Cn1c(=O)c2c(nc(CN3CCOCC3)n2Cc2ccccc2)n(C)c1=O | . | . | 30
CCOc1ccc(OCC)c(Nc2cc(C)nc3ncnn23)c1 | -0.57 | -0.2 | .
CC(C)(C)NC(=O)Cn1c(SCC(=O)NC2CCCCC2)nc2ccccc21 | -0.3 | -0.47 | 0
COC(=O)c1cc(S(=O)(=O)N2CCOCC2)ccc1Sc1ccccc1N | 0.02 | 0.18 | .
COc1ccccc1C1Nc2cccc3cccc(c23)N1 | -0.02 | -0.02 | -32
CCn1c(CNc2ccccc2Cl)nnc1SCC(=O)NCc1ccccc1 | -1.5 | -0.98 | -200
CNC(=S)N(Cc1ccc(OC)cc1)Cc1cc2cccc(C)c2[nH]c1=O | . | . | 27
COc1ccc(C(c2c(C)[nH]n(-c3ccccc3)c2=O)c2c(C)[nH]n(-c3ccccc3)c2=O)cc1OC | 0.78 | 0.78 | -11
COc1ccccc1NC(=O)CSc1ncn[nH]1 | 0.23 | -0.67 | .
Cc1ccc(S(=O)(=O)N2CCC[C@H]2C(=O)OC(C)C(=O)Nc2ncc(Cl)cc2Cl)cc1 (some centres not stated) | -0.62 | -0.8 | 3
COc1cccc(OC)c1C(=O)Nc1cc(C)nn1-c1nc2ccccc2[nH]1 | . | . | 68*
COc1ccc(C(=O)n2nc(-c3ccc(Cl)cc3)nc2N)cc1OC | -0.73 | 1.1 | 11
c1ccc2c(-c3nnc4n3CCCCC4)cc(-c3ccncc3)nc2c1 | 1.1 | 1.2 | -30

Continued.
SMILES | sdo1 growth | sdo1 growth Rescue 24 h | Insulin prom inh
Cc1cc(C)c(C#N)c(Sc2ccc(N)cc2)n1 | -0.88 | -0.79 | 22
COc1ccc(S(=O)(=O)Nc2nc(C(F)(F)F)cs2)cc1 | 0.48 | 0.69 | .
Cc1ccc(Nc2c3c(nc4ncnn24)CCC3)cc1 | -0.15 | 0.52 | 30
COc1cccc(C(=O)NCCn2ccc3ccccc32)c1 | -0.12 | -0.54 | -90
COc1ccccc1N1CCN(C(CNS(=O)(=O)c2ccc(C)cc2)c2cccnc2)CC1 (configuration not stated) | -0.07 | -0.44 | -76
O=C(Nc1cccc(F)c1)/C(=C\c1cccnc1)NC(=O)c1cccs1 | 1.2 | 0.63 | .
O=C(CSc1oc(-c2cccs2)nc1S(=O)(=O)c1ccccc1)NC1CCCCC1 | -0.25 | -0.51 | 0
O/N=C1\CC2(Cc3nonc31)OCCO2 | -0.13 | -0.67 | .
CCN(CC)C(=O)CC(c1ccc(F)cc1)c1ccc(OC(C)C)cc1 (configuration not stated) | -0.03 | 0.06 | .
C/C(=N\NC(=O)c1ccc(Cl)c(Cl)c1)c1ccc(Br)s1 | -0.34 | 0.05 | .
CCOC(=O)N1CCN(C(=O)c2c(O)c3cccc4c3n(c2=O)CC4)CC1 | 1 | 1.1 | .
O=C(Nc1ccccc1)Nc1cccc(C(F)(F)F)c1 | . | . | 20
O=C(Nc1ccccc1)OC1CCC2CC1CCC2OC(=O)Nc1ccccc1 (configuration not stated) | -1.2 | -1 | 40
Cc1cc(C)c(S(=O)(=O)N2CCCOC2CNC(=O)C(=O)NCc2cccnc2)c(C)c1 (configuration not stated) | . | . | -94
Cc1cc2nc(C)n(CCCNC(=O)Nc3ccc(C#N)cc3)c2cc1C | -0.13 | -1.3 | 21
Cc1ccc(C(=O)N2Cc3ccccc3CC2C(=O)O)cc1 (configuration not stated) | -0.01 | -0.57 | .
O=C(CO/N=C/c1cccc([N+](=O)[O-])c1)NC1CCCCC1 | -0.5 | -0.5 | 22
CNC(=S)Nc1cccc(C(=O)O)c1 | . | . | -12
CN1/C(=C/C(=O)C2CCC2)Sc2ccccc21 | 0.06 | -0.34 | -32
COC(=O)c1sccc1NC(=O)c1cc(OC)cc(OC)c1 | -1.4 | -0.2 | -97

Three compounds out of the list, ordered by molar mass, falling.
SMILES | sdo1 growth | sdo1 growth Rescue 24 h | Insulin prom inh
O=C(CO/N=C/c1cccc([N+](=O)[O-])c1)NC1CCCCC1 | -0.5 | -0.5 | 22
O=C(Nc1ccccc1)Nc1cccc(C(F)(F)F)c1 | . | . | 20
CN1/C(=C/C(=O)C2CCC2)Sc2ccccc21 | 0.06 | -0.34 | -32

More results
SMILES | sdo1 growth | sdo1 growth Rescue 24 h | Insulin prom inh
N#CC1=C(N)C2=C(N3CCCCC3)CCCC2C1(C#N)C#N (configuration not stated) | 0.04 | -0.13 | 6
CC(=O)Cn1c(C(F)(F)F)nc2ccccc21 | 0.22 | -0.27 | -11
COc1cccc(C(=O)OCC(=O)NC(=O)NC2CCCC2)c1O | . | . | 67
O=C(CC1SC(=O)N(c2ccccc2)C1=O)Nc1ccccc1 (configuration not stated) | 1 | 0.89 | .
CN(C)N1C(=O)CC(NNC(=O)c2ccncc2)C1=O (configuration not stated) | 0.02 | -0.34 | 12
CCOC(=O)c1sc2nc(SCC(=O)NCc3ccco3)n(Cc3ccccc3)c(=O)c2c1C | -0.79 | -0.68 | .
C=CCn1c(Oc2cccc(C)c2)nc2c1c(=O)n(C)c(=O)n2C | . | . | 0
COc1cc2cc(Br)cc(Br)c2nc1C | -0.33 | -1 | 46
Cn1c(-c2cccc(OCc3ccccc3)c2)nc2c1c(=O)[nH]c(=O)n2Cc1ccccc1 | -0.92 | 0.19 | -2
COC(=O)C(C(=O)OC)c1ccc(NC(=O)c2cccc(Cl)c2)cc1 | . | . | 17

Insulin prom inh, hit marks shown above.
SMILES | sdo1 growth | sdo1 growth Rescue 24 h | Insulin prom inh
COc1cccc(OC)c1C(=O)Nc1cc(C)nn1-c1nc2ccccc2[nH]1 | . | . | 68*

Only part of the results is shown; count on the stated rates, not on these rows.
